Screening data from PubChem.
697 NFkB inh – inhibitors of PMA/ionomycin-induced NF-kB reporter, 697 cells, primary screen, B-cell NF-kB inhibitor project, cell-based, luminescence, uHTS | 697 B-cell NF-kB luciferase reporter, 16 h | inhibition, % at 4 µM | 0.33% of 330,000 active | AID 435022, 2010; in the data active = inhibition above about 35%
Gli-Sufu antag – Gli-Sufu pathway antagonists, primary screen, luciferase luminescence, Sufu-KO-LIGHT cells, uHTS | Sufu-KO-LIGHT fibroblasts, Gli luciferase reporter luminescence | inhibition, % at 5 µM | 0.74% of 340,000 active | AID 588413, 2011;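 active = inhibition above about 55%, limit read from the data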;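 also: 0% = DMSO-treated cells and 100% = wells with medium but no cells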
EBI2 antag – EBI2 receptor antagonists, beta-arrestin recruitment, primary screen, cell-based, luminescence, 7a,25-OHC stimulation, uHTS; 0.81% of 360,000 active; inhibition, % at 5 µM; G-protein coupled receptor 183 (Homo sapiens), P32249; 7a,25-OHC stimulated; in the data active = inhibition above about 38%;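 also: enzyme fragment complementation signal reports receptor beta-arrestin coupling in cells; 0% = agonist plus DMSO wells and 100% = wells without agonist; some results beyond the cut were filed as inactive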
Jurkat NFkB inh – inhibitors of induced NF-kB luciferase reporter, primary screen, TCR NF-kB activation inhibitor project, cell-based, luminescence, uHTS | Jurkat, PMA/ionomycin-induced NF-kB luciferase reporter | inhibition, % at 4 µM | 0.53% of 330,000 active; in the data active = inhibition above about 50%
CCR6 antag – CCR6 receptor antagonists, primary screen, cell-based, CHO-K1, luminescence, beta-arrestin, uHTS; C-C chemokine receptor type 6 (Homo sapiens), P51684; CHO-K1 CCR6 PathHunter beta-arrestin, CCL20-stimulated; inhibition, % at 20 µM; 0.49% of 340,000 active;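 active = compounds whose inhibition of the agonist-driven luminescence signal at 20 µM reaches about 50%, limit read from the data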;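 also: cells stimulated with CCL20 at 14 nM final; plate controls were DMSO with CCL20 for no effect and DMSO without agonist for full effect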
Target sequence (P51684 whole entry, looked up): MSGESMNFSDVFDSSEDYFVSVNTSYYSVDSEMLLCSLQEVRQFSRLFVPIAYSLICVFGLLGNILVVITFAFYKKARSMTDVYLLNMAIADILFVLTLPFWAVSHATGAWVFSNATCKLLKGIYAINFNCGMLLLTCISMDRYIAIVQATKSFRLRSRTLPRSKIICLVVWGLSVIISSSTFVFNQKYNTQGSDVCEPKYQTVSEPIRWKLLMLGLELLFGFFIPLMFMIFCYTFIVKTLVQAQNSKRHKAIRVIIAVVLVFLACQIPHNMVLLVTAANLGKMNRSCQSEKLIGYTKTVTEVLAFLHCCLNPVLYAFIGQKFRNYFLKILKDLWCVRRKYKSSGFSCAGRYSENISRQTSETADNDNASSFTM
CXCR6 inh – CXCR6 receptor inhibitors, primary screen, cell-based, beta-arrestin, luminescence, CHO-K1 PathHunter, 1536-well | C-X-C chemokine receptor type 6 (Homo sapiens), O00574 | inhibition, % at 20 µM | 0.36% of 360,000 active; in the data active = inhibition above about 34%, passing the limit was not always enough;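 also: antagonist mode with CXCL16 agonist at 10 nM final; 0% = 10 nM CXCL16 with DMSO and 100% = unstimulated wells without agonist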
UBC13 polyUb – UBC13 polyubiquitin chain formation inhibitors, primary screen, biochemical, TR-FRET, uHTS; 0.47% of 330,000 active; AID 485273, 2010; Ubiquitin-conjugating enzyme E2 N (Homo sapiens), P61088; inhibition, % at 20 µM; in the data active = inhibition above about 45%, passing the limit was not always enough
Target sequence (P61088 whole entry, looked up): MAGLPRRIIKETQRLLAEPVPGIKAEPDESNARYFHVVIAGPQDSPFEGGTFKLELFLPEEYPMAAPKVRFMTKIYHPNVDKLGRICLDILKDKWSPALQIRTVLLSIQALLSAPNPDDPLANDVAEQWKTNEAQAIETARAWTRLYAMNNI
APJ antag – antagonists of human apelin receptor APJ, primary screen, CHO-K1 cells, beta-arrestin complementation, luminescence; P35414; inhibition, % at 20 µM; 0.32% of 330,000 active; AID 2521, 2010;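 active = inhibition above about 40% at 20 µM, limit read from the data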;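 also: cells challenged with 10 nM apelin-13 agonist together with compound; plate controls were apelin-13 plus DMSO wells for no effect and DMSO wells lacking apelin-13 for full effect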
Target sequence (P35414 whole entry, looked up): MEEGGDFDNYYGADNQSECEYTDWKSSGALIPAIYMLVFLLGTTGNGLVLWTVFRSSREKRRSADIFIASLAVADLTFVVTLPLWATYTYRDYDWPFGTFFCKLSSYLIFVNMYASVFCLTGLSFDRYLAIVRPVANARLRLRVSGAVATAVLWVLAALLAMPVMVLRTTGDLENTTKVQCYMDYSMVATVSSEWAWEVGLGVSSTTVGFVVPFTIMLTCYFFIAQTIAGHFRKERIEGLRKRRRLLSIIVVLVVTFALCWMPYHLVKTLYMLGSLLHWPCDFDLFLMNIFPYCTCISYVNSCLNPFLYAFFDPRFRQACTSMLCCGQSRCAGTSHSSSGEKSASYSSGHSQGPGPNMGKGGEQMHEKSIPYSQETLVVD
* = called active by the depositor.

CCOC(=O)c1ccc(NC(=O)CCc2nnc3ccc(N4CCN(C)CC4)nn23)cc1 was read as 697 NFkB inh -16, Gli-Sufu antag -14, EBI2 antag -8, Jurkat NFkB inh 3, CCR6 antag 13, CXCR6 inh 0, UBC13 polyUb -7 and APJ antag -3.
Screening CC(C)(C)C(=O)Nc1sc2c(c1C#N)CCN(Cc1ccccc1)C2 returned 697 NFkB inh 0, Gli-Sufu antag -7, EBI2 antag -1, Jurkat NFkB inh -2, CCR6 antag 2, CXCR6 inh -1, UBC13 polyUb -2 and APJ antag 8.
Cc1cccc(N2CCN(S(=O)(=O)c3c(C)nc4scc(C)n4c3=O)CC2C)c1 (stereo unspecified) was read as 697 NFkB inh -25, Gli-Sufu antag 25, EBI2 antag -5, Jurkat NFkB inh 7, CCR6 antag 15, CXCR6 inh 3, UBC13 polyUb 10 and APJ antag 7.
`COc1ccc(C(=O)Cn2cc([N+](=O)[O-])nc2C)cc1` gave 697 NFkB inh 2, Gli-Sufu antag 34, EBI2 antag -14, Jurkat NFkB inh -10, CCR6 antag 18, CXCR6 inh -1, UBC13 polyUb -4 and APJ antag -16.
For O=C(Cn1c(=O)sc2ccccc21)OC(CCl)CCl the results were 697 NFkB inh -34, Gli-Sufu antag 0, EBI2 antag -1, Jurkat NFkB inh -2, CCR6 antag -2, CXCR6 inh -6, UBC13 polyUb -5 and APJ antag -7.
For FC(F)(F)c1ccc(-c2cccc3c2C2CC3CCN2)cc1 (stereo unspecified) the results were Gli-Sufu antag -23, EBI2 antag -7, CCR6 antag 14 and CXCR6 inh 0.
For CCN1C(=O)/C(=C/c2ccc(C)o2)N(C)C1=S the results were 697 NFkB inh 5, Gli-Sufu antag 0, EBI2 antag -4, Jurkat NFkB inh 12, CCR6 antag 16, CXCR6 inh 4, UBC13 polyUb 0 and APJ antag -11.
Screening O=C(NN(c1ccccc1)c1ccccc1)c1ccccc1F returned 697 NFkB inh 7, Gli-Sufu antag -17, EBI2 antag -4, Jurkat NFkB inh -1, CCR6 antag 10, CXCR6 inh 9, UBC13 polyUb -7 and APJ antag -13.
Screening N#CN=C(N)c1ccccc1 returned 697 NFkB inh -42, Gli-Sufu antag -5, EBI2 antag 2, Jurkat NFkB inh -15, CCR6 antag -6, CXCR6 inh 0, UBC13 polyUb -2 and APJ antag 9.
`Cc1ccc(C(C)C)cc1S(=O)(=O)NCc1cccnc1` gave 697 NFkB inh -4, Gli-Sufu antag -10, EBI2 antag 1, Jurkat NFkB inh -4, CCR6 antag 6, CXCR6 inh 4, UBC13 polyUb -7 and APJ antag 10.
NC(=O)CSC1=Nc2ccccc2C2=NC(CC(=O)NCc3cccs3)C(=O)N12 (stereo unspecified) was read as 697 NFkB inh 12, Gli-Sufu antag 4, EBI2 antag 5, Jurkat NFkB inh 0, CCR6 antag -4, CXCR6 inh -2, UBC13 polyUb 3 and APJ antag -2.
Screening Cc1cccc(NC(=S)NCc2ccco2)c1C returned 697 NFkB inh 9, Gli-Sufu antag 2, EBI2 antag -7, Jurkat NFkB inh 15, CCR6 antag -5, CXCR6 inh -3, UBC13 polyUb 12 and APJ antag -8.
`O=C(NC1(C(=O)NC2CCCCC2)CCCCC1)c1ccccn1` gave 697 NFkB inh -1, Gli-Sufu antag 14, EBI2 antag 0, Jurkat NFkB inh 7, CCR6 antag -9, CXCR6 inh 0, UBC13 polyUb -1 and APJ antag 4.
Screening O=C(NNC(=O)c1cccc2ccccc12)c1ccc(Cl)c(Cl)c1 returned Gli-Sufu antag -1, EBI2 antag 3, CCR6 antag 22 and CXCR6 inh -6.
`CSCCC(NC(=O)c1ccccc1)C(=O)O` (stereo unspecified) gave 697 NFkB inh 18, Gli-Sufu antag -23, EBI2 antag -2, Jurkat NFkB inh -10, CCR6 antag 7, CXCR6 inh -9, UBC13 polyUb -2 and APJ antag -19.
Screening CCN(CC)S(=O)(=O)c1ccc(Cl)c(C(=O)NC(C)C(c2cccs2)N2CCCC2)c1 (stereo unspecified) returned 697 NFkB inh 26, Gli-Sufu antag 52, EBI2 antag -6, Jurkat NFkB inh 10, CCR6 antag 13, CXCR6 inh 2, UBC13 polyUb 6 and APJ antag 17.
Screening Cc1cc(C)n(-c2ccc(NC(=O)C3CCCCN3C(=O)c3sccc3C)cc2)n1 (stereo unspecified) returned 697 NFkB inh -9, Gli-Sufu antag -2, EBI2 antag -1, Jurkat NFkB inh 2, CCR6 antag 17, CXCR6 inh -1, UBC13 polyUb 7 and APJ antag 10.
For c1ccc(Oc2ccc(-c3ccnc4nc(N5CCN(c6ccccc6)CC5)nn34)cc2)cc1 the results were 697 NFkB inh 1, Gli-Sufu antag 10, EBI2 antag 24, Jurkat NFkB inh -6, CCR6 antag -5, CXCR6 inh 4, UBC13 polyUb 4 and APJ antag -3.
Cc1nnc(SCC(=O)Nc2cccc(C(F)(F)F)c2)n1Cc1ccco1 was read as 697 NFkB inh 0, Gli-Sufu antag -1, EBI2 antag -12, Jurkat NFkB inh 2, CCR6 antag 7, CXCR6 inh -7, UBC13 polyUb 2 and APJ antag -1.
Cc1cc(=O)n2nc(N3CCCC(C(=O)NCc4ccccc4Br)C3)sc2n1 (stereo unspecified) was read as 697 NFkB inh 1, Gli-Sufu antag 4, EBI2 antag -7, Jurkat NFkB inh -7, CCR6 antag 8, CXCR6 inh -11, UBC13 polyUb 6 and APJ antag -8.
Cc1nc2c(ccc3nc(NC(=O)Cc4cccc5ccccc45)sc32)s1 was read as 697 NFkB inh 11, Gli-Sufu antag 9, EBI2 antag 11, Jurkat NFkB inh 5, CCR6 antag 5, CXCR6 inh 2, UBC13 polyUb -31 and APJ antag -66.
`Cc1nccn1CC(=O)N/N=C/c1cccs1` gave 697 NFkB inh 4, Gli-Sufu antag 4, EBI2 antag 4, Jurkat NFkB inh -3, CCR6 antag -1, CXCR6 inh -11, UBC13 polyUb 1 and APJ antag 0.
`CNC(=O)COc1coc(CN2CCN(C(=O)c3ccco3)CC2)cc1=O` gave 697 NFkB inh 19, Gli-Sufu antag -8, EBI2 antag -1, Jurkat NFkB inh 13, CCR6 antag -2, CXCR6 inh 1, UBC13 polyUb -1 and APJ antag -5.
`COc1ccc(-c2oc(=O)c3cc(OC)c(OC)cc3c2/C=C/c2ccc(OC(C)=O)cc2)cc1` gave 697 NFkB inh 1, Gli-Sufu antag 15, EBI2 antag 19, Jurkat NFkB inh 2, CCR6 antag 6, CXCR6 inh -1, UBC13 polyUb 4 and APJ antag -1.

Ordered by SMILES length (falling): 4 of the compounds above
Cc1cc(=O)n2nc(N3CCCC(C(=O)NCc4ccccc4Br)C3)sc2n1 (stereo unspecified) was read as 697 NFkB inh 1, Gli-Sufu antag 4, EBI2 antag -7, Jurkat NFkB inh -7, CCR6 antag 8, CXCR6 inh -11, UBC13 polyUb 6 and APJ antag -8.
`COc1ccc(C(=O)Cn2cc([N+](=O)[O-])nc2C)cc1` gave 697 NFkB inh 2, Gli-Sufu antag 34, EBI2 antag -14, Jurkat NFkB inh -10, CCR6 antag 18, CXCR6 inh -1, UBC13 polyUb -4 and APJ antag -16.
`O=C(NC1(C(=O)NC2CCCCC2)CCCCC1)c1ccccn1` gave 697 NFkB inh -1, Gli-Sufu antag 14, EBI2 antag 0, Jurkat NFkB inh 7, CCR6 antag -9, CXCR6 inh 0, UBC13 polyUb -1 and APJ antag 4.
For FC(F)(F)c1ccc(-c2cccc3c2C2CC3CCN2)cc1 (stereo unspecified) the results were Gli-Sufu antag -23, EBI2 antag -7, CCR6 antag 14 and CXCR6 inh 0.

Further compounds
O=C(N/N=C1/CCc2ccccc21)C1CC1 was read as 697 NFkB inh -17, Gli-Sufu antag -10, EBI2 antag 1, Jurkat NFkB inh -13, CCR6 antag -8, CXCR6 inh -5, UBC13 polyUb 12 and APJ antag 5.
For Cc1cccc(N2CC(C(=O)O)CC2=O)c1C (stereo unspecified) the results were 697 NFkB inh -10, Gli-Sufu antag 1, EBI2 antag -6, Jurkat NFkB inh 0, CCR6 antag 16, CXCR6 inh -1, UBC13 polyUb 10 and APJ antag -21.
O=C(CCc1nc2ccccc2c(=O)[nH]1)NCc1cccc(Cl)c1 was read as 697 NFkB inh 10, Gli-Sufu antag 3, EBI2 antag -3, Jurkat NFkB inh 2, CCR6 antag 1, CXCR6 inh 4, UBC13 polyUb -4 and APJ antag 18.
`COc1ccc2c(c1O)-c1ccccc1CCN(C)C2` gave 697 NFkB inh 9, Gli-Sufu antag 6, EBI2 antag 3, Jurkat NFkB inh -13, CCR6 antag -2, CXCR6 inh 2, UBC13 polyUb 4 and APJ antag -75.
`CCNC(=S)N(Cc1cc2cc(C)c(C)cc2[nH]c1=O)C1CCCC1` gave 697 NFkB inh -8, Gli-Sufu antag 6, EBI2 antag -8, Jurkat NFkB inh -2, CCR6 antag 6, CXCR6 inh 12, UBC13 polyUb 7 and APJ antag -5.
Screening CC(C)c1cccc(C(C)C)c1OC(=O)[C@H]1OC(C(C)(C)C)=C[C@@H]1c1ccccc1 returned 697 NFkB inh 12, Gli-Sufu antag 2, EBI2 antag -7, Jurkat NFkB inh 14, CCR6 antag 16, CXCR6 inh -1, UBC13 polyUb -6 and APJ antag 15.
`COc1ccc(NS(=O)(=O)c2cccc(NC(=O)C34CCC(CC3)C4)c2)cc1` gave 697 NFkB inh -27, Gli-Sufu antag 21, EBI2 antag -7, Jurkat NFkB inh 21, CCR6 antag 13, CXCR6 inh -4, UBC13 polyUb 6 and APJ antag -7.
Screening CCN(CC)S(=O)(=O)c1cc(C)c(C)cc1OCC(=O)NC1CCCC1 returned 697 NFkB inh -11, Gli-Sufu antag 6, EBI2 antag 6, Jurkat NFkB inh 13, CCR6 antag 6, CXCR6 inh -1, UBC13 polyUb -13 and APJ antag -2.
`O=C(CCNC(=O)c1ccccc1)Nc1ccc(Cl)c(S(=O)(=O)N2CCCCC2)c1` gave 697 NFkB inh -14, Gli-Sufu antag 13, EBI2 antag 0, Jurkat NFkB inh 1, CCR6 antag 13, CXCR6 inh -2, UBC13 polyUb 7 and APJ antag -6.
CCCCOC(=O)c1ccc(NC(=O)COC(=O)CN2C(=O)NC3(CCCC3)C2=O)cc1 was read as 697 NFkB inh -12, Gli-Sufu antag -11, EBI2 antag 3, Jurkat NFkB inh -25, CCR6 antag 14, CXCR6 inh -2, UBC13 polyUb 10 and APJ antag -4.
For O=C(CCc1ccccc1)NCC1OCCc2ccccc21 (stereo unspecified) the results were 697 NFkB inh 11, Gli-Sufu antag 14, EBI2 antag 2, Jurkat NFkB inh -6, CCR6 antag -3, CXCR6 inh 1, UBC13 polyUb 0 and APJ antag -7.
For C/C(=N/NS(=O)(=O)c1ccc(Br)cc1)c1c[nH]c2ccccc12 the results were 697 NFkB inh 18, Gli-Sufu antag 0, EBI2 antag -5, Jurkat NFkB inh 8, CCR6 antag 1, CXCR6 inh -7, UBC13 polyUb -3 and APJ antag 21.
Screening CC(C)CCNC(=O)CN(C(=O)CCC(=O)Nc1nccs1)C1CCCCC1 returned 697 NFkB inh 12, Gli-Sufu antag 9, EBI2 antag -5, Jurkat NFkB inh 11, CCR6 antag 7, CXCR6 inh -2, UBC13 polyUb -2 and APJ antag 4.
C/C(CC(=O)Nc1cccnc1)=N\NC(=O)C(=O)Nc1cccc(C)c1 was read as 697 NFkB inh 4, Gli-Sufu antag -12, EBI2 antag -2, Jurkat NFkB inh 2, CCR6 antag 1, CXCR6 inh -1, UBC13 polyUb 18 and APJ antag -2.
`COc1ccc(S(=O)(=O)Nc2cccc(-c3ccc4nncn4n3)c2)cc1` gave 697 NFkB inh -38, Gli-Sufu antag -3, EBI2 antag -3, Jurkat NFkB inh 46, CCR6 antag 3, CXCR6 inh -10, UBC13 polyUb 4 and APJ antag -9.
